Vif-A3G inh = blocks the Vif interaction with human APOBEC3G; Q9HC16; HeLa A3G-eYFP + Vif (tagged APOBEC3G with the HIV-1 protein that degrades it), YFP fluorescence, overnight; Potency, µM (highest dose often 46.1 µM), for inactives: at the top dose activity, negative = active, actives largely listed as inhibitors; hit rate 0.076% among 410,000; AID 602310;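 note: potency is the fitted concentration of half-maximal effect; % is set by controls: 0 for no effect and ±100 for the full control effect; nearly all actives have a fitted effect of over 60% in size; hits raise eYFP signal because A3G escapes Vif-driven loss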
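Read-out is eYFP fluorescence (Ex 488/Em 500-530) from Vif-expressing HeLa A3G-eYFP cells; more signal means A3G escaped Vif-mediated degradation. Cells plated overnight, compound pinned in, incubated overnight at 37 deg C.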
D1 ag = agonists of human D1 dopamine receptor. P21728. activation, % at 2 µM. hit rate 1% among 360,000. HEK293 T-REx D1 cells, calcium flux, agonist mode; in the data active = activation above about 30%; note: 0% is about no effect
Target sequence (P21728 whole entry, looked up): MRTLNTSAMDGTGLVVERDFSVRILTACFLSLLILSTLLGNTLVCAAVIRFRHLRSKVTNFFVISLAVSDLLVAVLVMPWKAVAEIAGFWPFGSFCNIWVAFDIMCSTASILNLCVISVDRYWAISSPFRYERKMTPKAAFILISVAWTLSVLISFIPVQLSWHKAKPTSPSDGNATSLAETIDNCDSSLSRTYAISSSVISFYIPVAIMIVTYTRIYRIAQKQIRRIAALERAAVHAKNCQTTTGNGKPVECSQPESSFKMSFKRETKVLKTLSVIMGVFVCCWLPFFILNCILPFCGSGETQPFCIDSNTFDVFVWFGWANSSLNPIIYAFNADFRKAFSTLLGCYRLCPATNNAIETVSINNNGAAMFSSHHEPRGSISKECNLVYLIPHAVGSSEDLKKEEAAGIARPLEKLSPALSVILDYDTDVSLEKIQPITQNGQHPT
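Inducible HEK293 T-REx D1 cells, force-coupled to calcium signalling, were plated at 4000 cells/well with tetracycline and held overnight at 30 C. After no-wash calcium dye loading, compound-evoked calcium rise over 180 s flagged agonists.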
D1 antagonist = blocks dopamine activation of the human D1 receptor. AID 504652. hit rate 3.2% among 360,000. HEK293 TREx D1 cells, calcium flux, dopamine EC80; hits give low values. activity change, negative = inhibition, % at 10 µM. P21728; in the data active = activity change below about -30%; note: % is set by controls: 0 for no effect and ±100 for the full control effect
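Kinetic fluorescence of a calcium dye serves as the read-out. D1-expressing Hek293 Trex cells, induced overnight at 30 C, are exposed to compound for 180 s before an EC80 dopamine addition, then read 180 s further.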
Vif-A3F inh = Vif-A3F binding inhibition | HeLa A3F-eYFP + Vif (tagged APOBEC3F with the HIV-1 protein that degrades it), YFP fluorescence increase | Potency, µM (highest dose often 46.1 µM), for the others: at the highest dose activity, negative = active | hit rate 0.2% among 390,000 | AID 602313; note: potency is the fitted concentration of half-maximal effect; % of control where 0% means no effect; nearly all actives have a fitted effect of over 65% in size
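HeLa cells stably expressing Vif plus C-terminally eYFP-tagged A3F were seeded, incubated overnight at 37 deg C, dosed with compound, incubated overnight again at 37 deg C. Yellow fluorescence (Ex 488/Em 500-530) reported blocked Vif-mediated A3F-eYFP degradation.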
Glioma ERSR ind = induces the endoplasmic reticulum stress response in human glioma cells; hit rate 0.02% among 420,000; U87-MG GRP78 promoter luciferase reporter, 16 h; AID 602332; Potency, µM, inactives show top-dose activation, usual class: activators; note: potency is the fitted concentration of half-maximal effect; series mostly up to about 76 µM; % of control where 0% means no effect; nearly all actives have a fitted effect of over 35% in size
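Stably transfected U87-MG human glioma cells carrying a GRP78-based luminescent sensor were seeded at 1000 cells/well, pin-dosed with compounds and incubated 16 h. Luciferase reagent was then added, and end-point luminescence was read after 10 min at room temperature.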
LDHA block = blocks human lactate dehydrogenase A; P00338; purified LDHA, NADH/diaphorase-resazurin fluorescence; hits give low values; activity change, % (values are at about 110 or 230 µM); hit rate 0.15% among 480,000; in the data active = activity change below about -30%; inconclusive = mostly about -25% to -30%;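 note: plate controls were DMSO wells for no effect and wells without enzyme for full effect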
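Resorufin fluorescence (ex540/em590), read at 0 and 20 min after diaphorase/resazurin addition, reports the NADH left after a 5 min room-temperature reaction of 2 nM human LDH5 with 0.06 mM NADH and 0.2 mM pyruvate.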
D2 PAM = positive allosteric modulators of human D2 dopamine receptor. P14416. HEK293 T-REx D2, calcium flux, EC20 dopamine potentiation. potentiation, % at 10 µM. hit rate 0.34% among 340,000;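 active = potentiation over 3 SD above the plate norm, cut at about 30% in these data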; note: 0% is about no effect
Target sequence (P14416 whole entry, looked up): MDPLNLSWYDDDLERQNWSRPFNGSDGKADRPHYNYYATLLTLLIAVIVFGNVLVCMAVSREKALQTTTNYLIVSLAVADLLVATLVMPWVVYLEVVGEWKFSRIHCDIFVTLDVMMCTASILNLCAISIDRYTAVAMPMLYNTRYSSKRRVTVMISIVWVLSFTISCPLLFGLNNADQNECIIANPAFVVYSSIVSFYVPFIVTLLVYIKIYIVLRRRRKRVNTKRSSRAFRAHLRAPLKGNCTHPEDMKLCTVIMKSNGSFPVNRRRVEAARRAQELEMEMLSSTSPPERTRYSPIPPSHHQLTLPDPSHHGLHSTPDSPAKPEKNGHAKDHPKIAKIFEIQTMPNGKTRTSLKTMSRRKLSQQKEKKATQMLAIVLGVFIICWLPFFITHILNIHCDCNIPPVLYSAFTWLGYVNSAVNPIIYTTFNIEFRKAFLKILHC
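Using a no-wash calcium dye in inducible, force-coupled HEK293 Trex cells expressing D2, we tracked fluorescence each second for 180 s after compound, then for 180 s after EC20 dopamine to detect augmented signalling.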
D1 potentiator = enhances dopamine response at the human D1 receptor | HEK293 TREx D1 cells, calcium flux, dopamine EC20 potentiation | potentiation, % at 10 µM | hit rate 0.036% among 360,000; in the data active = potentiation above about 30%; note: 0% is about no effect
RXFP1 agonist = activates the human relaxin receptor RXFP1; HEK293T-RXFP1 cAMP TR-FRET, 30 min; response scale: percent of porcine relaxin response, buffer zero; Potency, µM (highest dose often 57.5 µM), without a hit: at the highest dose activation, usual class: activators; hit rate 0.3% among 370,000; note: potency is the fitted concentration of half-maximal effect; % is set by controls: 0 for no effect and ±100 for the full control effect; nearly all actives have a fitted effect of over 60% in size; many of its hits are not listed in these tables
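HEK293 cells stably expressing RXFP1, treated 30 min at 37C with compounds plus PDE4 inhibitor Ro 20174; cAMP measured by HTRF TR-FRET. Normalized to buffer and 29 nM porcine relaxin; EC50 by Hill fit.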
* marks the source's active call; other numbers are inactive results; ? = inconclusive; · = no result given; & = joins results of further samples. Unless noted, calls come from the whole dose curve; as a rule, active = well fitted curve in the direction sought with a large enough effect; inconclusive = small, poorly fitted or top-dose-only effect, or another doubt; inactive = no such curve, though single readings can be large; an effect the other way counts as inactive or inconclusive.

SMILES	Vif-A3G inh	D1 ag	D1 antagonist	Vif-A3F inh	Glioma ERSR ind	LDHA block	D2 PAM	D1 potentiator	RXFP1 agonist
Cc1nnc(N2CCCC(C(=O)Nc3cccc(C(F)(F)F)c3)C2)c2nn(-c3ccccc3)c(C)c12 (centres undefined)	?	0	15	?	-8%	-3	12	2	1.0%
O=C(CSc1nnc(-c2ccncc2)n1CC1CCCO1)Nc1cccc(O)c1 (centres undefined)	1%	2	-6	-5%	-5%	-1	16	0	-1.1%
O=C(O)c1ccc(CSc2nnc(-c3ccncc3)n2-c2ccc(Br)cc2)cc1	1%	4	-4	2%	-2%	-1	-3	-3	3.7%
C=C1C(=O)OC2C1C(OC(=O)C(C)=CC)CC(=C)C1C(O)C3OC3(C)C21O (centres undefined)	?	·	·	-4%	-8%	1	·	·	·
CN(CC(=O)Nc1cc(Cl)ccc1Cl)C1CCS(=O)(=O)C1 (centres undefined)	1%	3	0	3%	-6%	2	-5	-9	-0.3%
COc1cccc(COc2ccc3ccc(=O)oc3c2)c1	-3%	0	1	8%	5%	-16	-5	2	3.6%
CC(=O)Oc1ccc(/C=C2\N=C(C3CCCCC3)OC2=O)cc1	-3%	0	12	-8%	0%	-4	1	-2	-0.2%
CC(=O)N1CCN(C(=O)c2cccc(S(=O)(=O)Nc3c(C)n(C)n(-c4ccccc4)c3=O)c2)CC1	0%	3	-12	-3%	-5%	-8	-5	0	-2.5%
CN(Cc1cccc(F)c1)C(=O)c1cccc(S(=O)(=O)N2CCN(Cc3ccccc3)CC2)c1	0%	11	-12	3%	-3%	1	0	-8	-1.6%
CC(=O)c1ccc(NC(=O)CSc2nnc(-c3ccncc3)n2-c2ccccc2)cc1	-7%	1	-2	-11%	-3%	-1	3	-2	17%
C[C@H](NC(=O)c1nc[nH]c1C(=O)NCCCCCNC(=O)OC(C)(C)C)c1ccccc1	1%	0	19	1%	-5%	1	0	-1	0.3%
Cc1ccc2cccc(S(=O)(=O)NC3CCS(=O)(=O)C3)c2n1 (centres undefined)	2%	2	3	-3%	-3%	-13	4	0	-1.1%
CCN(C(=S)NC(=O)C1CCCC1)C1CCCCC1	0%	-1	-7	8%	-4%	0	1	0	-5.6%
CC(C)OC(=O)c1cc(NC(=O)C2C3CCC(O3)C2C(=O)O)cc(C(=O)OC(C)C)c1 (centres undefined)	-12%	0	0	-5%	-4%	1	-4	-6	4.3%
COc1ccc(Cc2nc3ccc(C(=O)NCCCSC)cc3o2)cc1OC	3%	3	-1	-6%	5%	-10	3	-3	0.9%
Cc1ccc(NC(=O)O/N=C/c2cccc([N+](=O)[O-])c2)cc1	-1%	0	-3	11%	2%	-12	4	-7	0.2%
Cc1ccccc1S(=O)(=O)N1C[C@H]2CON(C)[C@H]2C[C@H]1c1cccc(N2CCOCC2)c1	-2%	·	·	1%	-1%	6	·	·	·
Cc1c(CCOC(=O)c2ccc(Cl)cc2Cl)sc[n+]1CC(=O)c1ccccc1	0%	·	·	-5%	-4%	2	·	·	·
NC(=O)c1cc2ccc(O)cc2oc1=Nc1ccccc1	0%	16	-14	5%	2%	13	1	0	-0.3%
O=C(/C=C/c1cccs1)N1CCC2(CC1)Oc1ccc(F)cc1C(=O)C21CC(c2ccc(Cl)cc2)=NO1 (centres undefined)	0%	4	21	-3%	-5%	0	11	-6	-2.4%

Some of the entries so far, bar-delimited.
molecule | Vif-A3G inh | D1 ag | D1 antagonist | Vif-A3F inh | Glioma ERSR ind | LDHA block | D2 PAM | D1 potentiator | RXFP1 agonist
C[C@H](NC(=O)c1nc[nH]c1C(=O)NCCCCCNC(=O)OC(C)(C)C)c1ccccc1 | 1% | 0 | 19 | 1% | -5% | 1 | 0 | -1 | 0.3%
Cc1ccc2cccc(S(=O)(=O)NC3CCS(=O)(=O)C3)c2n1 (centres undefined) | 2% | 2 | 3 | -3% | -3% | -13 | 4 | 0 | -1.1%
CCN(C(=S)NC(=O)C1CCCC1)C1CCCCC1 | 0% | -1 | -7 | 8% | -4% | 0 | 1 | 0 | -5.6%
CC(C)OC(=O)c1cc(NC(=O)C2C3CCC(O3)C2C(=O)O)cc(C(=O)OC(C)C)c1 (centres undefined) | -12% | 0 | 0 | -5% | -4% | 1 | -4 | -6 | 4.3%
COc1ccc(Cc2nc3ccc(C(=O)NCCCSC)cc3o2)cc1OC | 3% | 3 | -1 | -6% | 5% | -10 | 3 | -3 | 0.9%
Cc1ccc(NC(=O)O/N=C/c2cccc([N+](=O)[O-])c2)cc1 | -1% | 0 | -3 | 11% | 2% | -12 | 4 | -7 | 0.2%
Cc1ccccc1S(=O)(=O)N1C[C@H]2CON(C)[C@H]2C[C@H]1c1cccc(N2CCOCC2)c1 | -2% | · | · | 1% | -1% | 6 | · | · | ·
Cc1c(CCOC(=O)c2ccc(Cl)cc2Cl)sc[n+]1CC(=O)c1ccccc1 | 0% | · | · | -5% | -4% | 2 | · | · | ·
NC(=O)c1cc2ccc(O)cc2oc1=Nc1ccccc1 | 0% | 16 | -14 | 5% | 2% | 13 | 1 | 0 | -0.3%
O=C(/C=C/c1cccs1)N1CCC2(CC1)Oc1ccc(F)cc1C(=O)C21CC(c2ccc(Cl)cc2)=NO1 (centres undefined) | 0% | 4 | 21 | -3% | -5% | 0 | 11 | -6 | -2.4%

More entries follow.
SMILES	Vif-A3G inh	D1 ag	D1 antagonist	Vif-A3F inh	Glioma ERSR ind	LDHA block	D2 PAM	D1 potentiator	RXFP1 agonist
Cc1cccc(C)c1NC(=O)C(C)N1CCCC1 (centres undefined)	10%	7	-8	-7%	-6%	-7	5	-2	5.9%
Cc1cc(=O)[nH]c(N/N=C/C=C/c2ccccc2)n1	-10%	-1	14	-12%	1%	-2	-5	-4	-3.9%
Cc1ccc(C)c(NC(=O)N2CCc3cc(S(=O)(=O)N4CCC(C)CC4)ccc32)c1	·	5	-12	·	·	-1	-1	-1	0.2%
Cc1ccc(-c2noc(CN(C(=O)c3cccc(Br)c3)C(C)C)n2)cc1	-1%	6	-7	1%	-3%	2	1	2	0.3%
CCOc1ccc(Nc2oc(-c3ccc(COc4ccc(C)cc4)o3)nc2C#N)cc1	-5%	-2	1	0%	-6%	-18	12	-1	0.1%
O=c1nc(-c2ccccc2Cl)c2cc(F)ccc2[nH]1	-1%	0	-2	-1%	-2%	-6&-3	0	-6	3.7%
O=C(COCc1cc(-c2cccs2)on1)NC1CCCCC1	4%	1	-7	3%	4%	0	-4	-5	2.5%
O=C(O)C1CCCN1c1ncnc2c1oc1ccccc12 (centres undefined)	1%	3	-11	5%	-2%	3	4	-4	-1.4%
C(=N\N(c1ccccc1)c1ccccc1)/c1ccccn1	-20%	3	4	-3%	-1%	5	·	1	1.0%
CCOC(=O)CN1C(=O)CSc2ccccc21	0%	1	7	-5%	-2%	-4	-10	-1	1.4%
CC(=C/c1ccc(C(C)C)cc1)/C=N/NC(=O)Cn1nnnc1N	-6%	1	1	5%	0%	4	4	-4	1.2%
CCC(C)N1CCC2(CC1)N=c1c(c3c4c5c(C)c(O)c3c(O)c1=NC(=O)C(C)=CC=C[C@H](C)[C@H](O)[C@@H](C)[C@@H](O)[C@@H](C)[C@H](OC(C)=O)[C@H](C)[C@@H](OC)C=CO[C@@](C)(O5)C4=O)N2 (some centres undefined)	0%	-1	24	0%	-3%	5	·	-5	-8.5%
CCCc1cc(=O)[nH]c(SCC(=O)c2cc(C)n(C3CC3)c2C)n1	-4%	2	-4	0%	-3%	1	·	4	0.6%
Cc1c(C(=O)N2CCC(C(=O)Nc3ccc(F)cc3)CC2)sc2nc[nH]c(=O)c12	0%	2	10	0%	-4%	-5	-4	-4	9.8%
CC(C)(C)c1ccc2c(c1)N(CC(=O)N1CCCC1)C(=O)CO2	4%	3	9	-9%	-4%	0	10	1	0.0%
CCc1ccc(-n2c(CCC(=O)O)ccc2-c2cccs2)cc1	-7%	2	3	-21%	5%	2	5	0	7.9%
O=C(Nc1ccncc1)c1cccc2ccccc12	-10%	3	-27	0%	0%	9	7	2	-0.6%
COc1ccc(OC)c(NC(=O)Cn2c(=O)n(Cc3ccco3)c(=O)c3cc(OC)c(OC)cc32)c1	-19%	1	-16	-9%	-1%	-24	7	-2	18%
CC(C)(C)Nc1nc(NCc2cccnc2)nc(N2CCOCC2)n1	-3%	1	10	4%	-4%	1	-3	-1	0.4%
COc1ccc(CC2C(=O)NC(C)C(=O)N(C)C3Cc4ccc(cc4)Oc4cc(ccc4O)CC(C(=O)NC(C)C(=O)NC(C)C(=O)N2C)N(C)C3=O)cc1 (centres undefined)	-14%	·	·	-16%	-7%	8	·	·	·
Cc1ccc(C)c(NC(=O)CSc2nnc(CNC(=O)c3cccs3)o2)c1	-9%	-2	-3	-18%	-2%	-3	-16	4	-2.2%
O=C(COC(=O)COc1ccc(Br)cc1)Nc1cccnc1Cl	2%	3	-17	-5%	4%	-5	1	-4	-0.4%
C/C(CC1CC(C)(C)OC1=O)=N\NC(N)=S (centres undefined)	1%	2	-1	-22%	0%	-12	2	4	3.6%
Cc1cccc(C)c1NC(=O)CSc1nccn1C	-1%	-1	10	0%	0%	-16	-10	-3	-1.8%
O=S(=O)(Nc1ccc2c(c1)OCCO2)c1ccc(F)c(F)c1	1%	5	-4	1%	-2%	-4	·	-1	2.1%
COc1ccc(NC(=O)c2cc(S(=O)(=O)N3CCCCCC3)cn2C)cc1Cl	-4%	2	15	-7%	-2%	-1	-1	-1	0.9%
Cc1ccc(S(=O)(=O)NC(=O)Nc2cc(C(C)(C)C)on2)cc1	0%	2	-37*	9%	-3%	-6	9	2	0.4%
O=c1[nH]nc(SCc2nnc(-c3cccc(Cl)c3)o2)n1C1CCCCC1	5%	12	5	-31%	-5%	0	7	-7	0.5%
COCCn1c(SCc2csc(-c3ccccc3)n2)nc2ccccc21	3%	6	-4	0%	0%	5	6	-7	2.9%
CCOc1ccccc1C(=O)N(Cc1sccc1C)C1CCS(=O)(=O)C1 (centres undefined)	-1%	-1&-1	-4&38	3%	-3%	4&-10	4&-11	-4&0	1.2%&-3.4%

Some of the compounds tested (hit frequency here may not be typical).
